# Exocytosis inh = blocks lytic granule exocytosis. TALL-104 LAMP-1 surface exposure, flow cytometry; cells stimulated with thapsigargin and PMA. inhibition, % at 10 µM. actives 0.66% (n = 360,000). AID 651702;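 active = inhibition above about 55%, limit read from the data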
# ABCB6 inh MLPCN = blocks the human ABCB6 transporter | Q9NP58 | K562-ABCB6 porphyrin accumulation, flow cytometry, 1 h; hits give low values | fluorescence ratio to DMSO, % at 10 µM | actives 0.19% (n = 360,000);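 active = fluorescence ratio to DMSO below 75%, the collection mean minus 3 SD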;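 also: signal is porphyrin accumulated inside mitochondria; 100% equals median channel fluorescence of DMSO control wells; lower ratio means ABCB6 inhibition with less porphyrin fluorescence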
# H9c2 protect = myocardial damage modulation in H9c2 cells | actives 0.63% (n = 360,000) | protection from H2O2 cell death, % at 20 µM | H9c2 cardiomyocytes, H2O2 injury protection, ATPLite, 2 h | AID 588492;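 active = compounds giving at least 50% protection of heart cells from peroxide-induced death in the single-dose screen, raw or plate-pattern-corrected value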;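 also: 0% = DMSO wells with peroxide and 100% = DMSO wells without peroxide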
# ABHD5-PLIN5 inh = ABHD5-PLIN5 protein interaction inhibition; Q00G26+Q8WTS1; inhibition, % at 4 µM; actives 0.78% (n = 360,000); Split G. princeps luciferase complementation, luminescence, 4 h;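 active = inhibition above the mean inhibition across every tested compound plus 3 SD, cut at about 22% in these data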;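 also: 0% = DMSO only wells and the 100% control is not disclosed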
# Target sequence (Q00G26 whole entry, looked up): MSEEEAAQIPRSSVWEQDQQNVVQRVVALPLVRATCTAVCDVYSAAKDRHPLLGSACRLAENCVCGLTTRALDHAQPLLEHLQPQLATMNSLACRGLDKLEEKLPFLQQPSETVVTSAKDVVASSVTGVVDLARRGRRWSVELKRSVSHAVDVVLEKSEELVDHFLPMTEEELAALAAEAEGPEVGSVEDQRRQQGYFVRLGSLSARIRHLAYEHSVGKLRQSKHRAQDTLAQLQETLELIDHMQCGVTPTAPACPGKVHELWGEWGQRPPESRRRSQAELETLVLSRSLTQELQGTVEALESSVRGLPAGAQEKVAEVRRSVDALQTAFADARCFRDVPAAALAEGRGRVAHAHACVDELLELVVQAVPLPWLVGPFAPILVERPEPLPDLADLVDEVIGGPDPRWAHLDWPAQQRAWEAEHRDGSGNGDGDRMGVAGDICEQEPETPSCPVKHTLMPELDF
# Target sequence (Q8WTS1 whole entry, looked up): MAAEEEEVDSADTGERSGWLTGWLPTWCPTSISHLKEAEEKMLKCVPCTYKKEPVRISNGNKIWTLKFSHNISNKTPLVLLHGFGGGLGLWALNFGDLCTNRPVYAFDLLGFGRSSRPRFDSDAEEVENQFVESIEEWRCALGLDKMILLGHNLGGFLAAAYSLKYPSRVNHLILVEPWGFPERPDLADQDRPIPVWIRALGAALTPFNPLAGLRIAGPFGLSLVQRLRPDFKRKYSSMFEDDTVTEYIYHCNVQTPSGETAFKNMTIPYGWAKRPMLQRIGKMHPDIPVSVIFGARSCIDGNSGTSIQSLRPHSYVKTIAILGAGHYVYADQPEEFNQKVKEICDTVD
# MC4R antag cAMP = antagonists of human melanocortin 4 receptor (MC4R); P32245; MC4R-expressing cells, MTII-stimulated cAMP, LANCE TR-FRET; actives 0.48% (n = 360,000); inhibition, % at 6.5 µM;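 active = inhibition above its plate's cutoff, the mean of tested wells on that plate plus 3 SD, cut at about 29% in these data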;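 also: 0% = Melanotan II alone and 100% = Melanotan II plus saturating MCL0020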
#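 Assay system: U2OS cells stably expressing human melanocortin 4 receptor (MC4R) / Dosing: 6.5 µM / Timing: compound 30 min, challenge 1 h, detection 1 h / Measured by: Eu-cAMP/anti-cAMP TR-FRET, emission 671 nm / Replicates: singlicate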
# HTR2A ag = activates the mouse 5-HT2A serotonin receptor; AID 624169; actives 0.66% (n = 360,000); activation, % at 7.6 µM; CHO-K1 mHTR2A beta-arrestin complementation, luminescence; percent of 30 µM serotonin response; P35363;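 active = activation above a run cutoff, the mean activation of all tested compounds plus 3 SD, cut at about 14% in these data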;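 also: 0% = plate median of compound wells and 100% = 30 µM serotonin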
# aDG glyco up = increases alpha dystroglycan glycosylation. activation, % at 10 µM. Pro5-aDG cells, alpha-DG glycosylation AlphaScreen (IIH6); 0% Pro5, 100% B10-LARGE cell signal. actives 0.22% (n = 360,000);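 active = activation of at least 8% versus controls, or a plate z-score of at least 8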;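 also: Pro5 are CHO cells carrying HIG-tagged alpha-DG that lacks glycosylation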
# MC4R ag barr = human MC4R agonism via beta-arrestin; U2OS MC4R beta-arrestin complementation, luminescence; percent of melanotan II response, DMSO zero; actives 0.98% (n = 360,000); P32245; activation, % at 8.9 µM; AID 540308;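 active = activation above a per-plate cutoff, the mean activation of sample wells on that plate plus 3 SD, cut at about 8% in these data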
# hiPSC survival = hiPSC single-cell survival enhancement. ATPlite luminescence; 100% = ROCK inhibitor wells, 0% = DMSO. actives 0.044% (n = 360,000). survival enhancement, % at 20 µM. AID 602274; in the data active = survival enhancement above about 18%;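 also: cells exposed to compounds for 16 hours before the ATP read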
# N-glyco inh = N-linked glycosylation inhibition; D54 ERlucT glycosylation luciferase reporter, 24 h; percent of 100 nM tunicamycin response; reporter increase, % at 12.5 µM; actives 0.23% (n = 360,000); AID 588692;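 active = mean luciferase reporter signal, scaled so untreated is 0 and the glycosylation-blocking control 100, at or above a set limit in every replicate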;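 also: luciferase carries N-glycosylation sites so blocking glycosylation raises the light; 0% = median of neutral control wells and 100% = median of 100 nM tunicamycin wells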
# * = called active by the depositor; · = not tested or not shown. An unsorted share of the library; 4.5% or so of the library scored in one or more.
# A first look:
SMILES,Exocytosis inh,ABCB6 inh MLPCN,H9c2 protect,ABHD5-PLIN5 inh,MC4R antag cAMP,HTR2A ag,aDG glyco up,MC4R ag barr,hiPSC survival,N-glyco inh
Cc1cc(NC(=O)CSCC(=O)N(c2cccc(Cl)c2)C(C(=O)NC2CCCCC2)c2ccc(O)c(O)c2)no1 (stereo not drawn),-3,96,14,-9,5,-3,0.0,-2.3,0.9,1
CC#CC(=O)N1CCC(n2nccc2NC(=O)c2ccc3c(c2)OCO3)CC1,-7,100,-4,4,0,3,-0.2,-2.0,-0.5,-1
CC(C)NC(=O)NC(=O)COC(=O)c1ccc(NC(=O)CC#N)cc1,-3,92,-1,-1,-3,-2,-0.2,-0.1,-2.9,0
Cc1cc(=O)[nH]c2ccc(S(=O)(=O)NCc3ccccc3)cc12,-3,90,3,1,16,2,0.3,-3.9,0.0,2

# All compounds of this part (from the top)
SMILES,Exocytosis inh,ABCB6 inh MLPCN,H9c2 protect,ABHD5-PLIN5 inh,MC4R antag cAMP,HTR2A ag,aDG glyco up,MC4R ag barr,hiPSC survival,N-glyco inh
Cc1cc(NC(=O)CSCC(=O)N(c2cccc(Cl)c2)C(C(=O)NC2CCCCC2)c2ccc(O)c(O)c2)no1 (stereo not drawn),-3,96,14,-9,5,-3,0.0,-2.3,0.9,1
CC#CC(=O)N1CCC(n2nccc2NC(=O)c2ccc3c(c2)OCO3)CC1,-7,100,-4,4,0,3,-0.2,-2.0,-0.5,-1
CC(C)NC(=O)NC(=O)COC(=O)c1ccc(NC(=O)CC#N)cc1,-3,92,-1,-1,-3,-2,-0.2,-0.1,-2.9,0
Cc1cc(=O)[nH]c2ccc(S(=O)(=O)NCc3ccccc3)cc12,-3,90,3,1,16,2,0.3,-3.9,0.0,2
O=C1C(c2cc(=O)c3ccccc3[nH]2)=C(O)c2ccccc21,-4,105,-9,6,0,1,-0.1,-2.6,-1.2,-3
CC(=O)Nc1ccc(NCCc2cccs2)cc1,1,103,8,-7,·,2,0.0,·,0.9,0
C/C(=N/NC(=O)c1sc(NS(=O)(=O)c2ccccc2)nc1C)c1ccc(F)cc1,2,95,-2,1,12,5,-0.3,2.7,1.9,3
CC1CN(CCCCN2C(=O)c3ccccc3C2=O)CC(C)O1 (stereo not drawn),-1,93,1,0,4,-1,-0.1,-1.8,-0.1,1
Cc1c(Cl)cccc1NC(=O)CCCN1C(=O)CCC1=O,-1,104,8,3,4,1,-0.2,-1.0,-1.0,1
CCOC(=O)N1CCC(c2cc(=O)n(-c3ccccc3)[nH]2)CC1,3,93,1,-17,-1,-2,-0.4,-4.5,0.4,2
CC(=O)NN1C(=O)c2ccccc2NC1c1ccccn1 (stereo not drawn),-3,99,9,-3,-1,-1,-0.1,-2.5,-1.5,3
N#CCc1nnc2n1-c1ccccc1CCC2,-9,97,1,4,2,-1,-0.2,-1.4,-0.5,2
CCn1c(SCC(=O)c2cc(C)n(-c3ccc(C(=O)OC)cc3)c2C)nnc1-c1cccnc1,0,99,6,-2,-3,-2,0.7,1.2,-3.5,2
CCOc1ccc(NC(=O)CSc2nnc(CNC(=O)c3cccs3)o2)cc1,-9,103,0,-2,1,2,0.0,-1.0,0.4,2
CCC(=O)Nc1ccc2ccccc2c1,2,91,3,-1,3,2,0.0,-1.4,-0.7,2
CCc1nn(C(C)C(=O)N(C)Cc2ccccc2)c(=O)c2cc3occc3n12 (stereo not drawn),2,94,7,4,10,-3,0.0,0.3,1.0,2
CN1CCN(c2nc(N3CCN(CCO)CC3)nc3ccccc23)CC1,-2,94,14,4,-5,5,0.2,-1.7,-3.0,-3
CC(NC(=O)COc1ccc(-c2ccccc2)cc1)C1CCCO1 (stereo not drawn),-20,95,-1,-6,3,-3,0.3,4.2,0.4,-2
CC1(Cc2ccc(Cl)c(Cl)c2)C(=O)Nc2ccc(S(=O)(=O)NC3CCCCC3)cc21 (stereo not drawn),2,95,-22,-12,1,9,-0.4,0.6,0.2,-6
COc1cccc(NC(=O)CN(C)C(=O)c2ccccc2OCc2c(C)noc2C)c1,-3,89,-2,4,-3,-3,0.0,-0.1,0.1,1
CC(C)(C)c1ccccc1NC(=O)c1ccc(-n2cncn2)c([N+](=O)[O-])c1,3,100,4,-2,10,-5,0.1,-1.1,-0.5,0
CCOc1cnn(-c2cc(Oc3ccc(C)cc3)ncn2)c(=O)c1Cl,-3,101,-2,6,8,5,-0.1,1.5,-1.9,0
Cc1ccc(S(=O)(=O)N2CCN(C(=O)/C=C/c3ccco3)CC2)cc1,0,100,4,1,6,0,-0.1,-0.1,-1.8,4
CCc1ccc(/C=C/C(=O)c2ccc(N3CCOCC3)cc2)cc1,0,98,-24,6,9,-4,0.9,0.9,-2.5,-2
COCCOC(=O)C1=C(C)NC(=S)NC1c1cccs1 (stereo not drawn),4,102,1,-3,11,3,-0.5,-2.3,0.5,1
# Following part
SMILES,Exocytosis inh,ABCB6 inh MLPCN,H9c2 protect,ABHD5-PLIN5 inh,MC4R antag cAMP,HTR2A ag,aDG glyco up,MC4R ag barr,hiPSC survival,N-glyco inh
CCC(C(=O)Nc1nccs1)(C(F)(F)F)C(F)(F)F,1,93,0,1,4,4,0.0,-0.3,-0.9,1
COC(=O)c1ccc(C23CC4(C2)[C@H](CN(CC2CCCCC2)[C@@H]4c2ccccc2)C3c2ccccc2)cc1 (stereo partly drawn),-1,99,-10,-3,-4,0,0.1,-1.2,-2.5,-4
Cn1nnc(NC(=S)NC(=O)c2cc(Cl)ccc2Cl)n1,-1,99,-4,-2,10,-9,-0.3,-5.6,0.3,2
COC(CNC(=O)C1CCN(C(=O)c2cc3oc(C)cc3n2Cc2c(F)cccc2Cl)CC1)OC,-8,103,-8,0,6,-2,1.1,0.2,-1.2,0
CN(Cc1ccccc1F)C(=O)CN1CCN(S(=O)(=O)c2ccc3c(c2)OCCCO3)CC1,-3,85,0,-10,-1,-6,0.1,-0.7,-0.4,1
Cc1cc(C)cc(N(CC(=O)NC2CCC(C)CC2)S(=O)(=O)c2c(C)[nH]c(=O)[nH]c2=O)c1 (stereo not drawn),-3,93,-1,0,0,-3,0.0,-1.4,0.3,2
COc1ccc(NC(=O)NCCN2CCN(c3cc(OC)ccc3OC)CC2)cc1,-1,102,5,1,-4,-5,0.1,-0.1,0.0,1
CN(C)CCn1c(=O)n(-c2ccc(F)cc2)c(=O)c2c3c(sc21)CCCCC3,-9,103,6,-6,4,0,0.0,-1.0,-0.5,-2
COc1ccc(C2(CNC(=O)c3cc([N+](=O)[O-])cc([N+](=O)[O-])c3)CCCC2)cc1OC,-2,95,6,-4,16,-4,0.8,1.5,3.9,0
COc1ccc(OCc2cc(-c3ccc(Cl)cc3)no2)cc1,4,101,-5,2,0,-3,-0.3,1.6,-2.0,3
Cc1ncc([N+](=O)[O-])n1S(=O)(=O)c1cc(Cl)ccc1Cl,-1,97,0,-1,4,-1,0.0,-0.7,-0.6,0
CCCc1ccc(NC(C)C(=O)Nc2ccc(S(=O)(=O)N3CCOCC3)cc2)cc1 (stereo not drawn),0,100,-11,-4,7,1,0.4,-1.5,1.2,2
CCc1ccc2c(Cl)c(C(=O)N/N=C/c3c[nH]c4ccccc34)sc2c1,3,94,-1,6,-5,6,1.0,-0.9,-0.5,2
Cc1cnccc1CN(C)C(=O)CC1C(=O)NCCN1CC1CCCCC1 (stereo not drawn),0,95,-6,-1,14,5,-0.2,-4.5,1.2,1
Cc1cccn2c(=O)c(/C=C(\C#N)S(=O)(=O)c3ccccc3)c(N3CCN(Cc4ccccc4)CC3)nc12,2,99,0,-6,12,0,-0.3,-2.6,0.3,1
O=C(O)c1ccc2c(=O)n3c(nc2c1)/C(=C/c1cccc(O)c1)CC3,-4,97,5,3,-27,4,-0.1,-0.9,1.1,2
O=c1ccc(S(=O)(=O)N2CCCC2)cn1Cc1nc(-c2ccc(F)cc2)no1,-4,99,6,-5,1,-4,0.3,-2.2,-0.1,0
O=C(c1ccc(Br)s1)N1CCN(C/C=C/c2ccccc2)CC1,-4,105,-8,-1,1,2,0.0,4.8,-1.2,1
CC/C(C)=C1/NC(=O)NC1=O,-1,101,1,2,-1,2,-0.1,-1.1,0.5,1
N=Nc1c(O)n(CC(=O)Nc2ccccc2)c2ccccc12,-8,100,4,6,10,1,-0.3,0.6,-0.8,-2
CCCC(CNC(=O)COC(=O)C1=NNC(=O)CC1)c1ccc(Cl)cc1Cl (stereo not drawn),-4,92,-2,8,3,9,-0.2,0.3,-0.7,0
CN1CCCC(OC(=O)c2ccccc2Br)C1 (stereo not drawn),-2,110,11,3,-3,3,-0.1,-1.3,-0.5,-4
CCN1C(=O)[C@H]2[C@@H](c3ccccc3)N[C@]3(CCCN(Cc4ccccc4)C3=O)[C@H]2C1=O,0,95,2,-1,8,-3,-0.1,-0.5,0.9,1
CCOc1ccccc1Nc1nc2ccccc2n1C(C)C,-2,99,-3,-6,-7,2,-0.3,1.1,-0.7,-2
CN(C(=O)c1ccc(NC(=O)Cc2cccc(NC(=O)C3CCCN(C(=O)C4CCCC4)C3)c2)cc1)C1CCCC1 (stereo not drawn),1,103,-2,-3,11,-2,0.1,0.3,0.4,-3
# Further records.
SMILES,Exocytosis inh,ABCB6 inh MLPCN,H9c2 protect,ABHD5-PLIN5 inh,MC4R antag cAMP,HTR2A ag,aDG glyco up,MC4R ag barr,hiPSC survival,N-glyco inh
Cc1cccc(NC(=O)c2cc3ccccc3oc2=O)c1,-11,99,-14,-2,10,-1,0.0,-0.6,-0.6,-17
OC(CNC1CCCC1)COc1ccc(-c2ccccc2)cc1 (stereo not drawn),-3,86,-3,3,-6,-4,7.2,3.0,-0.1,1
Cc1cc(=O)n2[nH]c(N)c(N=Nc3ccccc3F)c2n1,-1,98,27,-2,-2,-3,-0.1,-2.6,-1.6,6
COc1ccc(CNC(=O)OCCN2CCN(Cc3ccccc3)CCC2=O)cc1,1,87,6,-6,-3,-5,0.2,-1.8,0.7,-1
CC[C@@H]1[C@H]2CCCC(=O)N3CC[C@@H](C[C@H]1O)[C@@H]23,1,94,16,-9,9,1,0.2,-2.1,1.3,3
CCN1CCN(C(=S)c2ccc(OCC(=O)Nc3ccc(OC)cc3)cc2)CC1,-2,102,-13,2,7,-4,0.3,-1.9,1.2,-6
COc1cccc(N(CC(=O)NC2CC3CCC2C3)S(=O)(=O)c2ccccc2)c1 (stereo not drawn),20,90,1,-1,10,-8,0.1,0.9,-0.6,-2
O=C(CCCN1C(=O)NC2(CCCC2)C1=O)N1CCN(S(=O)(=O)c2ccccc2)CC1,10,95,1,2,17,0,1.5,1.7,-0.9,1
Cc1c(C(=O)N(Cc2ccccc2)Cc2cccnc2)cnn1-c1ccc(F)cc1,-1,88,12,2,-3,4,0.0,1.7,-0.8,2
CCCN1C(=O)/C(=C/c2ccc3c(c2)OCO3)NC1=S,-4,104,1,-5,1,5,-0.1,0.6,1.5,1
CSc1nc2ccc(NC(=O)c3c(-c4ccccc4)noc3C)cc2s1,-10,99,4,1,6,-1,0.2,1.5,0.5,-1
O=[N+]([O-])c1cccc(NC(=S)N2CCc3ccccc3C2)c1,1,95,2,-9,0,-5,0.2,-0.8,-0.2,-4
c1ccc2c(c1)nc1n2CC2CON(C3CCCCC3)C12 (stereo not drawn),8,98,-1,2,4,7,0.2,-0.3,-1.6,3

# Assay outcomes (PubChem BioAssay)
